NadD block: NadD (S. aureus) enzyme inhibition. purified NadD enzyme, colorimetric absorbance read-out. inhibition, % at 20 µM. 360,000 compounds, 0.78% hits; in the data active = inhibition above about 26%; also: some compounds past the cut are filed as inactive
Rpn11 inh: inhibitors of human proteasome Rpn11; O00487; human 26S proteasome, Ub4-pepOG fluorescence polarization; 20S core pre-blocked with epoxomicin; calls only at 20 µM; 360,000 compounds, 0.59% hits;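 active = inhibition at 20 µM, scaled to each plate's controls, above about 33%, limit read from the data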
MT1-MMP act inh: blocks activation of human MT1-MMP | 360,000 compounds, 0.061% hits | GFP/RFP ratio change, % at 20 µM | P50281 | HT1080 RFP-PRO-GFP cells, GFP/RFP ratio fluorescence, overnight; percent of plate control window, DMSO zero | AID 651647;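 active = GFP/RFP ratio change of at least 30% with cell ATP level not reduced by more than half and red fluorescence within 50% of control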; also: strong numbers were not always called active
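Material – HT1080 RFP-PRO-GFP cells · Control set – DMSO wells and RFP-L50D-GFP cells · Incubation – overnight cell settling, then overnight compound exposure, 37 °C, 5% CO2 · Compound dosing – single-point 20 µM compound, 1% DMSO · Read-out – GFP/RFP fluorescence ratio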
PABP1 MLLE inh: blocks PAM2 peptide binding to the PABP1 MLLE domain. P11940. GST-MLLE / FITC-PAM2 fluorescence polarization. inhibition, % at 20 µM. 360,000 compounds, 0.36% hits. AID 588489; in the data active = inhibition above about 35%, passing the limit was not always enough;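 also: plate controls were DMSO wells with GST-MLLE for no effect and wells lacking GST-MLLE protein for full effect; some results filed as inactive read as strong as hits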
Rin1 Abl inh: inhibitors of human Rin1-Abl protein interaction; P00519+Q13671; TR-FRET Rin1/Abl binding, biochemical; inhibition, % at 7.35 µM; 360,000 compounds, 0.4% hits; in the data active = inhibition above about 5%, passing the limit was not always enough
SKN-1 block: C. elegans SKN-1 inhibition | C. elegans VP596 Pgst-4::GFP/RFP ratio, acrylamide-induced, 24 h | inhibition, % at 21.8 µM | 360,000 compounds, 0.49% hits;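 active = interference check ratio from 0.5 to 1.5 plus GFP to RFP signal ratio inhibition reaching or exceeding a fixed threshold, cut at about 30% in these data, passing the limit was not always enough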; also: some compounds called inactive have numbers as strong as hits
FAS TE block: blocks the thioesterase domain of human fatty acid synthase; P49327; recombinant FAS-TE, OMFH fluorogenic substrate, fluorescence endpoint; inhibition, % at 15 µM; 360,000 compounds, 0.67% hits;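 active = compounds whose normalised, plate-corrected inhibition of enzyme fluorescence in the single-dose primary screen is 50% or more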;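 also: 0% = DMSO with enzyme and 100% = substrate without enzyme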
Neddyl block: cullin neddylation inhibition; P61081+Q13564; TR-FRET cullin neddylation, biochemical; calls only at 25 µM; 360,000 compounds, 0.58% hits; in the data active = inhibition above about 36%
Target sequence (P61081 whole entry, looked up): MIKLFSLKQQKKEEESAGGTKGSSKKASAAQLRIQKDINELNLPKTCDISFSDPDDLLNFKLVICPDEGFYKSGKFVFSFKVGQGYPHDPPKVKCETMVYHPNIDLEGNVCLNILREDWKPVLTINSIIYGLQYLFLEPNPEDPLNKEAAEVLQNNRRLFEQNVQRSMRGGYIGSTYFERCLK
Target sequence (Q13564 whole entry, looked up): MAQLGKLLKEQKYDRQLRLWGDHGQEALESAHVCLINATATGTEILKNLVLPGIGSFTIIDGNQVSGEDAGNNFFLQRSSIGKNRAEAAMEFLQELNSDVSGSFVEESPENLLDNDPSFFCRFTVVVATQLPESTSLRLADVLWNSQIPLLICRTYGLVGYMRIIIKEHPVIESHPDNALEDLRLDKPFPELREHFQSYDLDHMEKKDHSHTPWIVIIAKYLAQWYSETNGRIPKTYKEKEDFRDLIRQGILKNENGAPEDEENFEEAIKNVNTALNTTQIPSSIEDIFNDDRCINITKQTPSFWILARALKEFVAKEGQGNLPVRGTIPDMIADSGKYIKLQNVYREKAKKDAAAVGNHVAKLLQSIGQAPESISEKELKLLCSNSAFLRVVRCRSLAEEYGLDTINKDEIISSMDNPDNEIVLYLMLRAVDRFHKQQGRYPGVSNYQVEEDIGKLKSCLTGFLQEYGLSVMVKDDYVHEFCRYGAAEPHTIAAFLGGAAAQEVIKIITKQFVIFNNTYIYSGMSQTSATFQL
CSN deneddyl inh: CSN deneddylation inhibition | AID 651999 | inhibition, % at 12.5 µM | 360,000 compounds, 0.38% hits | Purified CSN, SCF-Nedd8-OG deneddylation, fluorescence polarization | Q92905;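 active = pattern-corrected inhibition above about 35%, with an unprinted fluorescence ratio check between 0.5 and 1.5, limit read from the data, passing the limit was not always enough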;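 also: 0% = enzyme with substrate and 100% = substrate without enzyme; some results filed as inactive read as strong as hits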
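Material: human Csn5 produced in HEK293T cells; Input: enzyme 0.24 nM; Reagent: SCFSkp2-Nedd8OG substrate at 10 nM final; Dosing: 12.5 µM compound; Incubation: 90 min reaction at room temperature; Detection: fluorescence polarization of the substrate; Evaluation: % inhibition of substrate cleavage by Csn5; Control set: substrate-only high control, full reaction low control.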
* hit, by the source's call; i = inactive; . = no result given; + = active, no number; & = joins results of further samples.

Sequence of screens: NadD block	Rpn11 inh	MT1-MMP act inh	PABP1 MLLE inh	Rin1 Abl inh	SKN-1 block	FAS TE block	Neddyl block	CSN deneddyl inh
CSc1ccc(C(c2c(C(=O)O)[nH]c3ccccc23)c2c(C(=O)O)[nH]c3ccccc23)cc1
 : 37.3*	i	-1.7	-5.2	2.6	-9.0	12.6	i	7.1
Nc1cc2c(cc1Cl)N(Cc1ccccc1)C(=O)CO2
 : -3.5	i	1.3	8.7	2.7	-1.9	-3.1	i	3.1
Nc1ccccc1Nc1cccc(C(F)(F)F)c1
 : 3.8	i	13.8	-8.7	0.1	1.3	6.2	i	1.6
Cc1cc(C(=O)Nc2cccc(NC(=O)c3ccco3)c2)ccc1[N+](=O)[O-]
 : -7.3	i	0.1	-5.1	-3.5	4.7	13.4	i	-0.3
C[C@@H]1CN([C@@H](C)CO)C(=O)CCCn2nncc2CO[C@@H]1CN(C)S(=O)(=O)c1ccc(-n2cccn2)cc1
 : 1.1	i	2.4	-1.6	2.6	4.7	-3.1	i	4.8
Cc1ccc(-n2ncc3c2CC(C)(C)CC3NC(=O)c2c(C)noc2C)cc1 (stereo not given)
 : -6.3	i	2.0	-12.3	0.6	-8.8	2.3	i	2.2
COc1ccccc1C(=O)NC(=Nc1nc2ccccc2o1)NC(=O)c1ccccc1OC
 : 2.1&24.7	i	8.8&-13.2	-6.2&3.4	-2.6&-0.7	-4.6&13.5	4.1&29.7	i	-5.6&0.8
CCOc1cc(C(=O)N/N=C/c2ccoc2)cc(OCC)c1OCC
 : -6.0	i	-0.7	4.9	-1.7	-11.9	-1.7	i	-1.3
CCOC(=O)c1ccc2c(c1)nc(SCC(=O)N1CCOCC1)n2CC
 : -5.9	i	1.9	-85.1	4.2	-4.0	-5.4	i	8.1
C=CCC(C#Cc1ccccc1)N(C)C (stereo not given)
 : -1.7	i	1.2	-0.9	0.6	-11.2	3.0	i	-1.3
COc1cccc(-c2c(C(=O)N/N=C/c3sccc3C)nnn2-c2nonc2N)c1
 : 6.4	i	-16.9	-1.1	-3.3	-1.5	8.9	i	-0.4
CC(C)Oc1cc(F)ccc1-c1cc(C(=O)NCC2CCCCC2)[nH]n1
 : 2.6	i	-3.2	6.8	1.1	22.1	5.2	i	-1.5
Cc1cc(C)n(C(C)CC(=O)Nc2ccc3c(c2)OCCO3)n1 (stereo not given)
 : -4.4	i	2.6	-2.1	-1.5	2.7	-3.4	i	-0.4
S=C(c1cn(CCOc2ccccc2)c2ccccc12)N1CCCC1
 : 3.5	i	-12.1	23.2	-1.3	-6.7	11.0	i	1.9
c1csc(CNc2ncnc3sccc23)c1
 : 6.3	i	7.4	-7.0	-3.3	2.4	-4.8	i	4.4
COc1ccc(CNC(=O)Cn2nc(C)c3c(C)n(-c4ccc(C)cc4)nc3c2=O)cc1OC
 : 2.9	i	6.3	5.4	3.3	-6.4	-5.9	i	1.6
CCOC(=O)N1CCN(S(=O)(=O)CCNC(=O)c2ccc(F)cc2)CC1
 : -5.2	i	2.8	4.0	1.1	-14.7	-4.5	i	1.6
O=C(Nc1ccc(F)cc1)C1CCN(C(=O)c2ccc([N+](=O)[O-])cc2)CC1
 : -2.4	i	1.0	-4.7	-2.2	6.8	8.0	i	-2.5
CSc1ccccc1OCc1cc(C(=O)NCC(C)Oc2cccnc2)no1 (stereo not given)
 : -2.9	i	0.9	-3.6	-2.7	5.9	-1.0	i	0.1
Cc1ccc(OCC(O)CNC2CCCC2)c(C)c1 (stereo not given)
 : -7.7	i	7.3	-7.5	-4.6	-1.2	-4.9	i	2.7
NC(=S)N/N=C/c1ccc(/C=N/NC(N)=S)cc1
 : 3.3	i	0.8	-22.3	-6.0	0.9	-7.6	i	10.5
Brc1cccc(CSc2nnc(-c3ccncc3)o2)c1
 : -3.1	i	-12.4	-46.3	2.1	6.4	12.3	i	6.1
Cc1nc(C)c(N)c(=O)[nH]1
 : 2.5	i	-5.4	-0.1	-1.8	15.6	0.5	i	-0.1
N/C(=N\S(=O)(=O)c1cc(C(F)(F)F)cc(C(F)(F)F)c1)c1ccncc1
 : -1.4	i	-3.0	12.9	1.2	8.0	1.8	i	-2.1
Cc1scc(C(=O)Nn2cnnc2)c1-c1ccccc1
 : -2.1	i	-0.3	9.8	0.5	11.1	-6.4	i	5.3
CCn1c(SC/C=C/c2ccccc2)nnc1-c1cnccn1
 : -1.3	i	-3.3	8.4	-3.5	-1.8	18.7	i	2.8
COc1cccc(-c2nnc(NC(=O)CCS(=O)(=O)c3ccc(C)cc3)o2)c1
 : -0.1	i	-0.6	-5.2	0.1	2.5	-5.8	i	-0.2
Cc1cc(C)n(CCNC(=O)CCc2nnc(CCc3ccccc3)o2)n1
 : -2.0	i	-3.6	9.1	0.5	15.9	-11.5	i	3.0
Cc1ccccc1S(=O)(=O)Nc1nc2ccccc2nc1N1CCc2ccccc2C1
 : 6.4	i	-5.9	-1.4	-5.7	10.3	25.0	i	7.8
C/C(CC(=O)NC1CCCC1)=N\NC(=O)Cc1csc(N)n1
 : 2.2	i	1.5	18.5	1.6	3.7	-12.5	i	-9.4
COc1cccc(C(O)c2ncc(-c3ccc(C(F)(F)F)cc3)[nH]2)c1 (stereo not given)
 : 4.1	i	2.7	2.4	0.1	12.1	2.6	i	-2.2
Cc1cc(C=C2C(=O)CCCC2=O)c(C)n1-c1ccccc1
 : 7.3	i	12.4	-17.2	1.5	10.3	-10.3	i	8.4
CC1=CCP(=O)(c2ccccc2)C1 (stereo not given)
 : 2.8	i	0.8	4.7	4.1	6.1	-5.1	i	1.1
O=C(CNC(=S)N(Cc1ccccc1Cl)C1CCCC1)NCCN1CCOCC1
 : -0.5	i	-2.5	-25.6	-3.4	0.1	-6.9	i	-3.6
CC(C)NC(=O)C1(C)CCCN1Cc1ccccc1 (stereo not given)
 : -3.3	i	0.1	5.7	2.4	14.3	-8.8	i	4.0
Cc1ccc(-c2nnn(CC(=O)N3CCCCC3)n2)c(-n2cnnn2)c1
 : 5.3	i	0.9	2.5	0.4	3.5	-6.4	i	-0.4
Cc1ccc2[nH]c3c(c2c1)CN(C(=O)CN(C)CC1OCCO1)CC3
 : 5.0	i	-16.2	25.5	-1.8	11.4	-8.1	i	-2.0
O=C(Cn1cnc2c(OCc3ccccc3)ncnc21)NCc1ccc2[nH]ccc2c1
 : -1.9	i	3.9	-10.5	-3.0	-17.6	-4.3	i	-1.8
COCCN(CCOC)Cc1c(O)ccc2c1O/C(=C\c1ccco1)C2=O
 : 2.1	i	-82.6	70.5	2.9	8.0	-19.2	i	30.2
O=C(COc1ccc2ccccc2c1)N1CCCC1
 : -3.9	i	1.3	3.4	-0.8	0.4	-7.8	i	0.2
CCCCCCCCCCS(=O)(=O)N/N=C/c1ccc(O)cc1
 : -2.2	i	2.2	-4.3	0.8	-5.6	32.1	i	5.0
CC(C)(C)c1cc(C(F)(F)F)n2ncc(-c3ccccc3)c2n1
 : -4.6	i	-0.8	-11.5	0.6	15.0	14.2	i	-0.2
Cc1ccc(NC(NC(=O)c2cccnc2)C(Cl)(Cl)Cl)cc1 (stereo not given)
 : -8.5	i	2.3	6.8	0.6	11.6	1.1	i	-1.3
COc1ccc(N2CCN(CCCNC(=O)C3(S(=O)(=O)c4ccc(Cl)cc4)CC3)CC2)cc1
 : -1.4	i	4.1	-14.3	3.8	7.4	-5.5	i	4.0
COC(=O)C1=C(C)N(Cc2ccccc2)C(=S)N[C@H]1c1cccc(F)c1
 : -9.2	i	-0.6	-50.4	1.9	2.9	15.4	i	1.6
COc1ccc(CN2C(=O)c3ccccc3C2c2nnnn2Cc2ccccc2)cc1 (stereo not given)
 : -3.9	.	4.2	.	.	10.4	-3.3	i	-0.6
CC(=O)c1ccc(OCCCC(=O)Nc2nnc(C3CC3)s2)cc1
 : 0.6	i	0.0	-12.1	4.5	6.8	-4.3	i	7.8
C=C1CC2C(=O)N(Cc3cc(OC)ccc3OC)C(C(=O)OCC)(C(=O)OCC)C1N2C(=O)OC(C)(C)C (stereo not given)
 : -10.0	i	0.5	-2.6	1.8	7.9	10.6	i	-0.8
N#C/C(=C\c1c(N2CCN(Cc3ccccc3)CC2)nc2ccccn2c1=O)S(=O)(=O)c1ccccc1
 : 23.0	.	0.0	-11.8	-3.5	20.4	56.1*	i	3.6
CCOC(=O)c1[nH]c(C)c(/C(O)=C2\C(=O)C(=O)N(CCCN(CC)CC)C2c2cccnc2)c1C (stereo not given)
 : 9.0	i	-5.7	-5.5	0.0	-6.1	-8.3	i	-0.7
O=C(NC1CCCCC1)c1cc(-c2cccs2)on1
 : 2.3	i	4.9	-3.2	-1.1	14.9	-1.7	i	4.2
CCCN(C)C[C@@H]1OCc2cnnn2CCCC(=O)N([C@H](C)CO)C[C@H]1C
 : 1.1	i	-0.8	1.5	2.1	-6.9	-4.7	i	-1.4
COc1ccc(NC(=O)C(CC(C)C)NC(=O)C2CCC(C)CC2)c(OC)c1 (stereo not given)
 : -7.8	i	-1.3	18.3	-3.4	-4.5	5.9	i	-2.4
Cc1cc2oc(=O)cc(CN3CCN(S(=O)(=O)c4ccc5c(c4)OCCO5)CC3)c2cc1C
 : 5.6	i	-2.0	-28.3	1.6	-22.7	25.8	i	1.6
CCCCCCC1(C)NC(=O)N(C(C)C(=O)Nc2ccc(N3CCOCC3)cc2)C1=O (stereo not given)
 : 2.5	i	-0.4	14.4	2.5	-0.4	7.3	i	-4.5
COc1ccc(N(C)S(=O)(=O)c2cccc(C(=O)Nc3nc(C)cs3)c2)cc1
 : -1.8	i	-0.7	8.9	1.0	6.0	14.3	i	1.7
O=C1CCCCC(=O)[C@H](O)C[C@H](COCc2ccccc2)O1
 : -5.8	.	3.4	.	.	5.4	-11.9	i	-4.1
COc1cccc(-c2cc3nc(C)cc(N4CCN(C(=O)c5ccoc5)CC4)n3n2)c1
 : 7.3	i	1.6	9.6	-1.7	7.0	-2.6	+	-2.1
COc1ccccc1CC(=O)N1CCOCC1
 : -1.3	i	0.8	1.6	0.8	27.4	-6.7	i	3.8
CCOC(=O)C1=C(C)OC(N)=C(C#N)C1c1ccc(C)o1 (stereo not given)
 : 1.5	i	-6.6	19.4	1.9	3.6	-1.4	i	4.4

Assay outcomes as filed in PubChem.
